# Arr AP2 block: human beta-arrestin and AP2 interaction inhibition; AID 504490; hit rate 0.31% among 340,000; inhibition, % at 10 µM; FITC-arrestin peptide / GST-AP2 beads, flow cytometry; AP2 beta2 appendage carries R879A mutation;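 active = inhibition above a set limit, near 3 SD of compounds lacking own fluorescence, cut at about 54% in these data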;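 also: plate controls were DMSO wells for no effect and 5 µM unlabelled arrestin peptide for full effect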
#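 Test system: GST-tagged AP2 beta2-adaptin appendage (R879A) on 4 µm glutathione beads; also added: fluorescein-tagged arrestin peptide at 50 nM final; timing: 12 min plus 1 h, RT; signal: flow cytometry, FL1 (488/535 nm); read-out: percent drop in bead-associated FITC signal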
# HTR5A ag ctr: activates human HTR5A in OPRM1-OPRD1 agonist counter-screen; P47898; HTR5A agonist assay, luminescence, cell-based; activation, % at 9.3 µM; hit rate 0.61% among 340,000; in the data active = activation mostly above about 9.5%, no sharp cut-off; inactive = mostly below about 7.6%;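 also: 0% = cells with vehicle only and 100% = reference agonist; strong numbers were not always called active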
# MOR-DOR inv ag: inverse agonist of human OPRM1-OPRD1 heterodimerization | hit rate 0.21% among 340,000 | inhibition, % at 9.3 µM | P35372+P41143 | cell-based MOR-DOR heterodimer luminescence, inverse agonism; in the data active = inhibition above about 22%, passing the limit was not always enough;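 also: 0% = cells with DMSO and 100% = wells without cells with DMSO; values of inactives mirror those of a sister screen read the other way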
# Target sequence (P35372 whole entry, looked up): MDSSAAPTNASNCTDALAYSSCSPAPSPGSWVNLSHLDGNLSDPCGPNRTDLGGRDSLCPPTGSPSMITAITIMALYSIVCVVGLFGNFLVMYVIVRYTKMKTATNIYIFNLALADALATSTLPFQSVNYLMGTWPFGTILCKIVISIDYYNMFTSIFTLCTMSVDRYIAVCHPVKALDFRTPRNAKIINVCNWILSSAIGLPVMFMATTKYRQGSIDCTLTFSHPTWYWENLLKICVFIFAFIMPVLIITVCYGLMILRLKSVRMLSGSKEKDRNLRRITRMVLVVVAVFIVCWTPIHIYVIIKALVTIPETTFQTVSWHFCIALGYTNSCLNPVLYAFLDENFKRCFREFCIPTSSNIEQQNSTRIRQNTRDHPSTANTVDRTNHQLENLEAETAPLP
# Target sequence (P41143 whole entry, looked up): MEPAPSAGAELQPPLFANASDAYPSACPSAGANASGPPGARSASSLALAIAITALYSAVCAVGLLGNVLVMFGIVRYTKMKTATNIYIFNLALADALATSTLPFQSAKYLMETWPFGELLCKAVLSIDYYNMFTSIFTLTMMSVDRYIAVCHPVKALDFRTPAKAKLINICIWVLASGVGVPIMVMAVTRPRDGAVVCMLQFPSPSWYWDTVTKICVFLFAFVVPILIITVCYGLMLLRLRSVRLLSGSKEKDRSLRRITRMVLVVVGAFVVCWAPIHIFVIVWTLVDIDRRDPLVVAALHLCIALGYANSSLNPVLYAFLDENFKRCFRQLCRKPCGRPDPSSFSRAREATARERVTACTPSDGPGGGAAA
# PKA-R1A act: PKA-R1A complex activation. activation, % at 11.4 µM. P00514+P68181. PKA-R1A dissociation, Cy5-IP20 fluorescence polarization; scaled: DMSO 0%, 113 µM cGMP 100%. hit rate 0.083% among 340,000;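 active = percent activation above the mean of all tested compounds plus 3 SD, cut at about 19% in these data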;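 also: higher means more PKAc released from R1A so a rise in polarization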
# HTR5A inv ctr: inverse agonist of human HTR5A in OPRM1-OPRD1 counter-screen. HTR5A cell line, luminescence, inverse agonism. P47898. hit rate 0.083% among 340,000. AID 504634. inhibition, % at 9.3 µM; in the data active = inhibition mostly above about 23%, no sharp cut-off; inactive = mostly below about 18%;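 also: 0% = cells with DMSO and 100% = no-cell wells with DMSO; some compounds called inactive have numbers as strong as hits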
# MOR-DOR ag: agonists of human mu-delta opioid receptor heterodimerization | P35372+P41143 | activation, % at 9.3 µM | AID 504326 | hit rate 0.3% among 340,000 | cells, OPRM1-OPRD1 heterodimerization, luminescence; in the data active = activation above about 18%;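 also: 0% = vehicle-treated cells and 100% = reference agonist; values of inactives mirror those of a sister screen read the other way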
# PKA-R2B act: PKA-R2B complex activation; activation, % at 11.4 µM; PKA-R2B holoenzyme dissociation, Cy5-IP20 fluorescence polarization; R2B truncated from residue 108, S112A mutant; 0% DMSO only, 100% 113 µM cGMP; P22694+P31323; hit rate 0.079% among 340,000;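 active = activation above a cutoff set at the mean over all compounds plus 3 SD, cut at about 18% in these data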;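 also: higher means more holoenzyme dissociation and a rise in polarization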
# DAGLB inhibitor: blocks human DAGLB lipase activity. HEK293T DAGLB membrane lysate, EnzChek fluorogenic substrate. inhibition, % at 5.17 µM. hit rate 0.059% among 340,000; in the data active = inhibition above about 34%;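 also: 0% = enzyme with vehicle and 100% = wells lacking enzyme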
# Pemphigus Ab inh: inhibitors of pemphigus antibody binding to human desmoglein-3. binding (percent of control), % at 10 µM. hit rate 0.48% among 310,000. AID 588358. DSG3-coupled beads, scFv-anti-DSG3-GFP binding, flow cytometry; hits give low values. P32926;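 active = binding more than 3 SD below its plate's average and above zero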;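 also: hits lower antibody fragment binding to DSG3; some compounds called inactive have numbers as strong as hits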
# V-ATPase pH: regulators of yeast V-ATPase proton transport; S. cerevisiae, pHLuorin cytosolic pH fluorescence; response, % at 10 µM; hit rate 0.37% among 350,000; AID 504577; in the data active = response mostly above about 7.3%, no sharp cut-off; inactive = mostly below about 5.4%; also: actives read high; inactives centre near 0; some compounds called inactive have numbers as strong as hits; reference of the scale not given here
# The depositor's hits bear a star; · = no result given.
smiles	HTR5A inv ctr	V-ATPase pH	HTR5A ag ctr	PKA-R2B act	Arr AP2 block	MOR-DOR ag	Pemphigus Ab inh	PKA-R1A act	DAGLB inhibitor	MOR-DOR inv ag
COc1cccc(OCC(O)CN2CCc3ccccc3C2)c1 (configuration not stated)	-10.3	-2.1	1.6	1.1	15.5	-1.1	103.3	7.5	-4.4	5.7
CCOC(=O)c1sc(N=NC2=C(O)CC(C)(C)CC2=O)c(C(=O)OCC)c1C	-29.6	0.7	4.9	9.3	-10.9	-0.7	130.0	0.1	0.5	2.9
CC(=O)Oc1ccc(N(C(C)=O)S(=O)(=O)c2cccs2)cc1	-26.3	-1.4	-1.0	5.1	3.1	-0.4	103.5	7.0	-0.8	2.0
CC(C)C(=O)c1c(C(C)C)nn2ccccc12	-4.2	0.9	-2.3	8.4	-1.2	-1.4	97.0	0.4	-0.6	8.0
CC/C(=C(/c1ccccc1)c1ccc(OCC[N+](C)(C)C)cc1)c1ccccc1	-1.0	4.0	0.2	-2.3	-8.9	-2.5	100.2	2.2	1.2	12.8
CCOc1ccc(/C=N/n2c(C)nc3ccccc3c2=O)cc1	-6.2	-1.5	1.7	-1.9	-1.4	-2.5	68.2*	-7.1	-0.5	12.0
CCc1ccc(N2CC(C(=O)Nc3cccc(S(=O)(=O)N4CCCC4)c3)CC2=O)cc1 (configuration not stated)	-0.3	-10.3	0.5	-5.7	-9.3	-3.0	107.6	-10.2	0.2	14.6
Cn1c(COc2ccc(Br)cc2)nnc1SC1CCc2ccccc2C1=O (configuration not stated)	-24.0	2.7	8.0	-23.5	16.3	1.6	104.4	-0.6	0.2	-7.0

# Reformatted: results already given
# Every second line gives: HTR5A inv ctr	V-ATPase pH	HTR5A ag ctr	PKA-R2B act	Arr AP2 block	MOR-DOR ag	Pemphigus Ab inh	PKA-R1A act	DAGLB inhibitor	MOR-DOR inv ag
> CCOc1ccc(/C=N/n2c(C)nc3ccccc3c2=O)cc1
→ -6.2	-1.5	1.7	-1.9	-1.4	-2.5	68.2*	-7.1	-0.5	12.0
> CCc1ccc(N2CC(C(=O)Nc3cccc(S(=O)(=O)N4CCCC4)c3)CC2=O)cc1 (configuration not stated)
→ -0.3	-10.3	0.5	-5.7	-9.3	-3.0	107.6	-10.2	0.2	14.6

# (listing goes on)
smiles	HTR5A inv ctr	V-ATPase pH	HTR5A ag ctr	PKA-R2B act	Arr AP2 block	MOR-DOR ag	Pemphigus Ab inh	PKA-R1A act	DAGLB inhibitor	MOR-DOR inv ag
Cc1cc(F)ccc1S(=O)(=O)Nc1ncnc2sccc12	2.4	1.4	-0.8	2.3	3.5	-1.1	109.0	-3.4	0.0	5.8
Cc1nn(Cc2ccccc2)c(Cl)c1/C=C/C(=O)OCC(=O)N(C)C1CCS(=O)(=O)C1 (configuration not stated)	-9.3	0.1	1.4	-6.1	6.4	-3.0	102.2	-2.9	-3.8	14.5
COc1ccc(S(=O)(=O)NNC(=O)c2cc3cc4ccccc4nc3s2)cc1	3.8	-3.6	0.1	-5.2	22.2	-1.9	102.2	-5.2	-0.6	11.1
Cc1ccc(C)c(NC(=S)NNC(=O)c2sccc2C)c1	18.4	-1.4	-5.7	11.4	-0.2	-3.2	101.8	-1.3	-0.7	17.1
CC1Cc2cc(S(=O)(=O)N3CCN(C)CC3)ccc2N1C(=O)C1CC1 (configuration not stated)	1.3	-3.2	-0.2	-4.9	13.4	-3.1	104.0	-11.5	1.0	16.0
N#Cc1cccc(C(=O)Nc2ccccc2C(=O)NC2CC2)c1	10.3	-3.4	-4.1	-2.5	22.8	1.0	124.7	-2.6	-3.5	-5.7
Cc1ccc(C)c(Nc2nc3ccccc3[nH]2)c1	12.8	-0.1	1.8	5.3	4.7	1.4	98.4	3.5	-6.9	-7.2
O=C(N/N=C/c1ccccc1[N+](=O)[O-])c1ccc(CN2CCOCC2)cc1	1.7	2.1	-4.1	-3.5	·	-2.8	111.7	1.7	2.5	12.9
Cc1ccc(C(=O)NCCc2nnc3ccc(SCC(=O)N4CCCCC4)nn23)cc1	-27.9	2.0	11.6	-2.8	-8.5	-4.2	108.2	-24.4	-0.9	21.5
Cc1ccc(S(=O)(=O)Nc2ccccc2CNC2CCCCC2)cc1	-10.3	-0.5	-9.7	2.7	-14.2	-0.3	97.3	12.4	-0.3	1.6
COc1ccc(C2CC(c3cccs3)=NN2S(C)(=O)=O)cc1OC (configuration not stated)	26.4	2.7	0.0	-15.5	-25.6	-2.8	112.7	-4.6	0.1	13.5
CC1=C(c2ccc(C)cc2)S(=O)(=O)N(CC(=O)O)C1=O	11.5	3.1	-2.0	4.9	7.4	-0.2	101.8	9.0	0.2	1.4
Cc1ccc(Cl)cc1N1CCN(C(=O)c2noc(C(C)C)c2[N+](=O)[O-])CC1	-172.0	0.1	42.4*	0.3	5.2	52.2*	98.9	-8.7	-9.2	-276.4
Cc1c(C)c2c(OCC(=O)N3CCC(C(=O)NCC(C)C)CC3)cc3c(c2oc1=O)CCC(C)(C)O3	6.0	-5.7	-1.6	2.3	3.0	-2.7	·	-4.2	-1.3	14.3
Cc1ccc(N2CC(C(=O)OCC(=O)c3ccc[nH]3)CC2=O)cc1 (configuration not stated)	8.9	2.5	-3.3	-0.2	0.7	-1.0	93.6	1.7	0.4	6.5
O=S(=O)(c1ccc(F)cc1)N1CCN(C(=S)NCc2ccccc2)CC1	-1.7	2.2	4.7	-11.8	-25.7	0.6	109.9	-5.7	-1.5	-2.6
O=C(Cc1ccc(F)cc1)Oc1ccc(C(=S)N2CCCC2)cc1	7.8	0.0	-0.1	-2.4	7.2	-1.3	97.9	-4.0	-3.4	8.0
O=C1c2ccc3c4c(ccc(c24)C(=O)N1NC(=O)C(F)(F)F)CC3	2.7	-1.9	-1.1	3.0	6.5	3.1	97.0	-9.7	1.7	-18.7
O=[N+]([O-])c1ccc(C=NNc2ccccc2)cc1	-3.1	2.1	0.8	-15.5	16.9	0.7	146.8	-9.5	19.6	-3.6
COc1ccc(CCn2c(=O)c3cccnc3n(Cc3ccc([N+](=O)[O-])cc3)c2=O)cc1OC	0.1	-0.8	-3.9	-6.7	7.5	0.2	99.2	-14.4	3.5	-1.5
CC(C)(C)C(=O)CSc1nc2c(c(-c3cccs3)c1C#N)CCC2	2.7	5.7	-1.0	-10.1	-6.9	1.7	103.5	2.8	-8.7	-12.6
COc1nc(-c2cnccn2)sc1C	0.8	0.9	-0.3	-3.8	34.6	-2.2	104.0	7.3	-1.0	12.7
CCc1nc(N2CCN(S(C)(=O)=O)CC2)c2c3c(sc2n1)CCCC3	7.7	0.2	-3.0	-6.0	3.0	-0.1	99.5	-6.5	-1.7	0.5
Cc1nn2c([nH]c(=O)c3ccccc32)c1C=O	-11.6	-0.2	-3.1	-7.3	6.0	-1.0	97.9	-4.0	-0.2	5.4
CCOC(=O)CSc1nnc(CNc2nc(-c3ccccc3)cs2)n1C	-7.0	-1.4	2.9	-3.1	16.9	-3.1	·	9.0	0.0	13.0
Cc1cc(C)c2nc(-n3nc(C)cc3N)cc(C)c2c1	-4.2	-1.4	1.6	4.2	-1.3	4.3	94.1	-2.3	-5.5	-24.3
Cc1cc(C)n(-c2ccc(C(=O)OCC(=O)NCc3ccc(F)cc3)cc2)n1	0.6	-5.0	-0.2	15.7	18.6	-2.7	117.0	1.7	-3.0	14.1
Cc1cccc2c1N(C)C(=O)C2=O	7.0	-2.0	-2.7	-0.4	-12.3	-4.4	99.2	4.5	1.7	25.4
N#CCCN(C(=O)COC(=O)c1ccc2c(=O)n3c(nc2c1)CCC3)c1ccccc1	-7.5	6.1	2.9	3.6	2.9	-0.5	99.3	-4.8	-0.1	3.0
CC(=O)c1sc(N)c(C(=O)OC(C)C)c1C	-9.5	2.9	1.0	5.8	12.3	-1.4	99.7	-3.0	-1.2	6.6
CCOc1ccccc1C(=O)NCC(=O)NNC(=O)CN(C)S(=O)(=O)c1ccc(Cl)cc1	-2.3	-1.6	-3.0	1.3	8.7	6.3	102.2	-8.0	2.2	-39.9
Cn1c(CNC(=O)c2ccc3c(c2)OCO3)nnc1SCC(=O)Nc1ccccc1Cl	-4.8	10.0	1.7	2.8	7.2	-0.2	·	-1.6	1.5	1.2
Cc1ccc(NC(=S)Nc2ccc(OC(F)F)c(Cl)c2)cc1Cl	0.4	2.2	3.5	-15.3	-1.0	3.8	104.2	-3.5	-1.7	-20.1
CSc1nc(-c2ccc(Cl)cc2)c(C#N)c(=O)n1C	-0.9	9.1	0.3	-11.1	-0.3	0.2	94.4	-14.6	-5.4	-0.7
CC1(C)Cc2c(cnn2-c2ccccc2)C(NC(=O)CCCn2cncn2)C1 (configuration not stated)	1.9	0.5	-0.5	-7.0	14.4	-1.0	121.4	-7.0	-3.4	5.9
c1ccc2c(CN3CCCCC3)csc2c1	2.0	-2.8	-0.6	0.4	-8.7	-1.5	99.6	8.9	1.0	8.3
COc1ccc(NC(=O)CCCN2C(=O)C(c3ccccc3)Oc3cccnc32)cc1OC (configuration not stated)	4.6	-0.8	-1.1	12.8	3.3	-0.8	94.8	0.1	-0.7	4.3
Cc1ccccc1C(=O)NC(=S)Nc1sc2c(c1C#N)CCCC2	5.1	-6.9	-2.3	-5.6	15.1	-3.2	104.2	0.5	-12.8	16.0
COCCCn1c(=O)/c(=C\c2ccccc2OC(F)F)s/c1=C(/C#N)C(=O)NCCOC	-3.3	-3.0	-0.2	7.0	2.2	-4.1	95.5	1.6	0.1	21.5
CC1(OC(=O)C2CCCC2)C(=O)C=C2C=C(c3ccc(C#N)cc3)OC=C2C1=O (configuration not stated)	1.4	3.1	2.1	-20.5	10.4	-1.6	83.2	1.1	11.1	9.0
COc1cc(C2C(C#N)=C(N)N(N(C)C)C3=C2C(=O)CC(C)(C)C3)cc(OC)c1OC (configuration not stated)	-17.5	4.7	4.8	1.0	-2.4	-3.8	88.7	-0.5	-0.1	19.6
NC(=O)CC(NC(=O)c1ccccc1)c1ccc(N2CCC(Br)CC2)c([N+](=O)[O-])c1 (configuration not stated)	11.7	2.1	3.1	-10.1	-7.2	-2.4	102.4	-9.0	12.7	13.6
CC(=O)Nc1ccc(/C(C)=N/NC(=O)CN(c2ccccc2Br)S(C)(=O)=O)cc1	4.2	-2.0	-1.6	-1.3	6.9	-2.2	101.4	2.8	1.2	11.4
COc1ccccc1C(CNC(=O)c1cccc(NS(=O)(=O)c2ccc(Br)cc2)c1)N(C)C (configuration not stated)	-16.9	-0.3	-5.5	-5.7	-3.2	10.9	102.8	-3.2	1.0	-58.6
COc1ccc(CCC(=O)Nc2ncc(C)s2)cc1	11.6	3.0	-3.2	-2.0	11.7	-2.7	98.0	0.0	-3.0	13.8
Cc1ccc(C(=O)Nc2cccc(C(=O)N3CCOCC3)c2)cc1Cl	-1.7	1.6	0.7	1.9	-8.5	-3.1	104.7	5.6	-0.6	15.6
CCn1cc(/C=N\NC(=O)C2(C)CC2(Cl)Cl)c(C)n1 (configuration not stated)	10.1	4.2	2.5	-1.4	-7.7	-2.9	120.7	-7.9	-1.2	15.7

# Assay outcomes deposited in PubChem by several laboratories.
